Compound activity: PubChem, several laboratories
NR5A2 inv ag: inverse agonists of human LRH-1 (NR5A2); HEK293T StAR-luciferase reporter, LRH-1 transfected, 24 h; inhibition, % at 3.6 µM; actives 0.13% (n = 360,000); AID 602396;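 active means inhibition above the mean inhibition of all tested compounds plus 3 SD, cut at about 73% in these data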;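 further: 0% = DMSO wells and 100% = reporter-only cells lacking LRH-1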
Target sequence (O00482 whole entry, looked up): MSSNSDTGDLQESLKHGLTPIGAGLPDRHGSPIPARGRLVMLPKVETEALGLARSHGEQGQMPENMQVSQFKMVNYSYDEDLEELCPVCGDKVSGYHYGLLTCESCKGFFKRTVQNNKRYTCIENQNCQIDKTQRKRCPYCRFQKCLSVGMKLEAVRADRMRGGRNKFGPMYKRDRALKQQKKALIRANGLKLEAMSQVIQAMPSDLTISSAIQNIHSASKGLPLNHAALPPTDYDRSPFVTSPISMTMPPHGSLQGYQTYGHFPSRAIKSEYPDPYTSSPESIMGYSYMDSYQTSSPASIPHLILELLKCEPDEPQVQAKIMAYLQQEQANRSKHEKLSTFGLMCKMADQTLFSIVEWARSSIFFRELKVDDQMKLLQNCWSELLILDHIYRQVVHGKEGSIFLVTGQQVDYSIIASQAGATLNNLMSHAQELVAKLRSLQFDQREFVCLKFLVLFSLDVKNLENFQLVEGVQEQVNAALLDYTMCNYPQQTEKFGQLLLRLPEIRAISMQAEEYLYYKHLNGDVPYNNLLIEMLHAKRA
SRC2 inh: human SRC2 (NCOA2) inhibition | Q15596 | HEK293 GAL4-SRC2 luciferase reporter, luminescence | inhibition, % at 9 µM | actives 0.17% (n = 370,000);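 active means inhibition above the mean inhibition of all tested compounds plus 3 SD, set per campaign, cut at about 52% in these data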;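 further: 0% = DMSO treated cells and 100% = cells given Gossypol at 36 µM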
ABHD5-PLIN5 inh: inhibitors of human ABHD5-perilipin-5 interaction; Q00G26+Q8WTS1; Split G. princeps luciferase complementation, luminescence, 4 h; inhibition, % at 4 µM; actives 0.78% (n = 360,000); AID 602281;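 active means inhibition above the mean inhibition across every tested compound plus 3 SD, cut at about 22% in these data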;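 further: 0% = DMSO only wells and the 100% control is not disclosed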
MC4R antagonist: antagonists of human melanocortin 4 receptor (MC4R) | MC4R-expressing cells, MTII-stimulated cAMP, LANCE TR-FRET | inhibition, % at 6.5 µM | actives 0.48% (n = 360,000) | AID 540295;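 active means inhibition above its plate's cutoff, the mean of tested wells on that plate plus 3 SD, cut at about 29% in these data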;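 further: 0% = Melanotan II alone and 100% = Melanotan II plus saturating MCL0020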
Target sequence (P32245 whole entry, looked up): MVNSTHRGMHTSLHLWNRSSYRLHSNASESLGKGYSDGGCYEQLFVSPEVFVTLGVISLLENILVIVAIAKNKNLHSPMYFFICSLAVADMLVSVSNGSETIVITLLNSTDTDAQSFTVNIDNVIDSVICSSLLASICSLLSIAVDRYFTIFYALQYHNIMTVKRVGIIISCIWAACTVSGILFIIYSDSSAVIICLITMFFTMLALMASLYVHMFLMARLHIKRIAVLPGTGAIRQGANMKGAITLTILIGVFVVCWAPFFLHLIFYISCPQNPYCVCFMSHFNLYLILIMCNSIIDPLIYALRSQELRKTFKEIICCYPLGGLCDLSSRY
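Assay system: U2OS cells stably expressing human melanocortin 4 receptor (MC4R) / Dosing: 6.5 µM / Timing: compound 30 min, challenge 1 h, detection 1 h / Measured by: Eu-cAMP/anti-cAMP TR-FRET, emission 671 nm / Replicates: singlicate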
NOD2-RIPK2 inh: NOD2-RIPK2 protein interaction inhibition; O43353; CHO BLA complementation NOD2-RIPK2, CCF4 ratio; inhibition, % at 4.98 µM; actives 0.38% (n = 360,000); AID 624267; in the data active means inhibition above about 21%;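 further: 0% = vehicle only and 100% = reference blocker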
MC4R ag barr: activates human MC4R beta-arrestin recruitment. P32245. U2OS MC4R beta-arrestin complementation, luminescence; percent of melanotan II response, DMSO zero. activation, % at 8.9 µM. actives 0.98% (n = 360,000). AID 540308;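 active means activation above a per-plate cutoff, the mean activation of sample wells on that plate plus 3 SD, cut at about 8% in these data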
NCOA3 inh: inhibits human SRC3 coactivator; AID 588352; actives 0.17% (n = 360,000); Q9Y6Q9; inhibition, % at 3.6 µM; HEK293 GAL4-SRC3 luciferase reporter, luminescence;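 active means inhibition above a per-campaign cutoff, the mean of all compounds plus 3 SD, cut at about 60% in these data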;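 further: 0% = DMSO-treated cells and 100% = gossypol-treated cells at 36 µM; higher means less SRC3-driven luciferase light from the GAL4 reporter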
TLR9-MyD88 inh: TLR9-MyD88 interaction inhibition. Q9NR96+Q99836. CHO BLA complementation TLR9-MyD88, CCF4 FRET ratio. inhibition, % at 4.98 µM. actives 0.21% (n = 340,000). AID 504734;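 active means inhibition above the mean over all tested compounds plus 3 SD, cut at about 21% in these data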;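 further: 0% = DMSO only wells and 100% = clavulanate BLA inhibitor control wells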
COUP-TFII inh: inhibitors of human COUP-TFII (NR2F2) | AID 686940 | inhibition, % at 8.6 µM | actives 0.7% (n = 370,000) | P24468 | HEK293T NGFI-A luciferase reporter, luminescence;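 active means inhibition above a per-plate cutoff, mean inhibition of test wells between control levels plus 3 SD, cut at about 38% in these data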;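 further: cells cotransfected with COUP-TFII expression vector driving the NGFI-A reporter; 0% = median of COUP-TF2 test wells and 100% = reporter-only cells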
SRC1 inh: inhibitors of human steroid receptor coactivator 1 (SRC1); actives 0.12% (n = 360,000); HEK293 GAL4-SRC1 luciferase reporter, luminescence; inhibition, % at 3.6 µM;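 active means inhibition above the campaign mean plus 3 SD, with each screening campaign given its own cutoff, cut at about 60% in these data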;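 further: 0% = DMSO treated cells and 100% = gossypol at 36 µM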
EBV LMP1 NFkB: reduces LMP1-driven NF-kappaB luciferase signal; LMP1-induced NF-kappaB luciferase reporter cells, luminescence; actives 0.69% (n = 350,000); inhibition, % at 12.5 µM; in the data active means inhibition above about 41%;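 further: 0% = neutral control wells and 100% = reference inhibitor control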
* = called active by the depositor; nt = no result given.

item	Structure	NR5A2 inv ag	SRC2 inh	ABHD5-PLIN5 inh	MC4R antagonist	NOD2-RIPK2 inh	MC4R ag barr	NCOA3 inh	TLR9-MyD88 inh	COUP-TFII inh	SRC1 inh	EBV LMP1 NFkB
1	CC1=CC(C)(C)N2C(=O)C3(NCCc4c3[nH]c3ccccc43)c3cccc1c32 (stereo unspecified)	-2	-17	-10	9	-5	-1.6	5	9	-19	-4	3
2	COC(=O)N/N=C\c1ccc(OC/C=C/c2ccccc2)cc1	6	-73	0	9	0	-0.9	1	0	-19	2	-3
3	Cc1cc(NC(=O)/C=C/C(=O)N(CC(=O)NC2CCCC2)c2ccc(F)cc2)no1	19	14	3	4	-11	-0.4	-12	14	10	-20	23
4	CCCn1c2ccccc2c2cnn(CC(=O)NC3CCCC(C)C3C)c(=O)c21 (stereo unspecified)	4	-49	3	-3	-2	0.6	15	2	1	-1	-4
5	COc1ccc(CCN(C)C(=O)C23CC4CC(CC(Cl)(C4)C2)C3)cc1OC	-8	4	-7	8	-6	-5.0	-2	-6	13	-23	1
6	Cc1ccc(S(=O)(=O)N2CCCCC2)cc1NC(=O)CNc1ccc(C(F)(F)F)cc1	2	39	-10	1	0	-1.8	-8	-2	20	22	-2
7	Cc1ccc(S(=O)(=O)Nc2ccsc2C#N)cc1	10	2	8	3	-11	-0.7	13	2	-22	-16	-3
8	Cc1ccc(C)c(NC(=O)CCc2nnc3ccc(N4CCCCC4)nn23)c1	1	5	3	4	-2	-1.6	-6	8	-20	17	-7
9	Cc1ccc(-n2c(C)nn(CC3CC3)c2=O)cc1	-39	-9	9	12	-4	0.6	-1	0	-3	25	-3
10	Cc1ccc(S(=O)(=O)N2CCN(C(=O)COC(=O)Cc3c(F)cccc3Cl)CC2)c(C)c1	-5	-5	3	2	-8	-1.0	-12	-11	3	-8	5
11	CC1CCN(S(=O)(=O)c2ccc3c4c2CC(=O)N4CC(C)S3)CC1 (stereo unspecified)	18	18	-21	4	-6	-2.6	-4	-4	7	-38	6
12	O=[N+]([O-])c1ccccc1Nc1cccnc1	14	-5	-8	-9	5	-1.3	-9	4	2	-1	4
13	CCOC(=O)c1c(NC(=O)c2ccc(-n3cnnn3)cc2)sc2c1CCCC2	-6	nt	2	2	-3	0.3	0	1	nt	8	-4
14	CCc1ccc(OCC(=O)OC(C)C(=O)NC2CC2)cc1 (stereo unspecified)	13	-15	2	4	1	-2.4	17	6	-11	-25	4
15	Cc1ccc(S(=O)(=O)Nc2cccc(C(=O)NCC(c3ccco3)N3CCCCC3)c2)cc1F (stereo unspecified)	-9	17	-6	3	8	-0.9	-19	-9	-2	-21	6
16	CCOC(=O)CSc1nnc(N)s1	3	6	1	6	6	-0.7	8	-2	-8	0	1
17	O=C(Nc1ccc(OCC(=O)N2CCOCC2)cc1)Nc1cccc(Cl)c1	-3	-14	5	5	7	-1.2	0	8	-12	-5	-3
18	Cc1ccc2[nH]c(=O)c(C(c3nnnn3CC3CCCO3)N3CCOCC3)cc2c1 (stereo unspecified)	12	4	6	4	-3	-1.0	-4	-8	-9	2	-6
19	CCN(CC)C(=O)CCCC(=O)N(CC)CC	10	-6	-7	-2	-4	-0.1	-4	-1	-13	-13	4
20	COc1cc(C(=O)N=c2sccn2C)c([N+](=O)[O-])cc1OC	0	-32	2	-3	1	-1.4	12	4	15	-10	11
21	NC(=N\N=CCc1ccccc1)/C(N)=N/N=CCc1ccccc1	-15	-27	5	1	1	1.4	-33	0	-31	-30	-7
22	O=[N+]([O-])c1cc(/C=N/O)ccc1SCc1ccccc1Cl	-9	-2	1	-13	2	18*	4	9	5	-5	-4
23	COCCNC(=O)C(C(=O)c1ccc(F)cc1)n1cc(C)ccc1=O (stereo unspecified)	18	-8	5	13	-3	-1.9	6	-2	-5	-15	6
24	Cc1nnsc1C(=O)N1CCC(CO)(Cc2ccccc2Cl)CC1	-1	-4	-7	-1	5	-1.1	15	0	-6	-11	0
25	CN(C)/C=C1/Oc2c(ccc3ccccc23)C1=O	4	-40	4	2	-3	-0.2	-23	-3	4	0	5
26	Nc1nonc1-n1nnc(C(=O)N/N=C/c2ccccc2)c1CSc1ccc(Cl)cc1	8	16	-4	1	-2	9.1*	4	4	-1	-16	4
27	Cc1ccc(C(C)C)c(OCCSc2nc3ccccc3n2CC(=O)O)c1	-1	-15	0	25	-9	-1.1	-1	-3	-8	-46	-4
28	O=C(COC(=O)CNC(=O)c1ccccc1Cl)Nc1ncc(C(F)(F)F)cc1Cl	-3	2	3	19	-2	-1.4	2	6	-5	-9	-5
29	O=C(NCc1ccccn1)C1CCC(=O)N(Cc2ccc(Cl)cc2)C1 (stereo unspecified)	1	-10	0	10	-8	-1.8	4	-6	1	17	-1
30	CC1(C)C(=O)N(c2ccccc2)C1c1ccccc1O (stereo unspecified)	-8	-16	-6	10	2	-1.1	-2	-7	4	-4	-3

Arranged by molar mass (smallest number first): 3 of the compounds above
item	Structure	NR5A2 inv ag	SRC2 inh	ABHD5-PLIN5 inh	MC4R antagonist	NOD2-RIPK2 inh	MC4R ag barr	NCOA3 inh	TLR9-MyD88 inh	COUP-TFII inh	SRC1 inh	EBV LMP1 NFkB
19	CCN(CC)C(=O)CCCC(=O)N(CC)CC	10	-6	-7	-2	-4	-0.1	-4	-1	-13	-13	4
4	CCCn1c2ccccc2c2cnn(CC(=O)NC3CCCC(C)C3C)c(=O)c21 (stereo unspecified)	4	-49	3	-3	-2	0.6	15	2	1	-1	-4
10	Cc1ccc(S(=O)(=O)N2CCN(C(=O)COC(=O)Cc3c(F)cccc3Cl)CC2)c(C)c1	-5	-5	3	2	-8	-1.0	-12	-11	3	-8	5

Filtered by structure: the compounds so far with an aryl methoxy group (2)
item	Structure	NR5A2 inv ag	SRC2 inh	ABHD5-PLIN5 inh	MC4R antagonist	NOD2-RIPK2 inh	MC4R ag barr	NCOA3 inh	TLR9-MyD88 inh	COUP-TFII inh	SRC1 inh	EBV LMP1 NFkB
5	COc1ccc(CCN(C)C(=O)C23CC4CC(CC(Cl)(C4)C2)C3)cc1OC	-8	4	-7	8	-6	-5.0	-2	-6	13	-23	1
20	COc1cc(C(=O)N=c2sccn2C)c([N+](=O)[O-])cc1OC	0	-32	2	-3	1	-1.4	12	4	15	-10	11

(further entries)
item	Structure	NR5A2 inv ag	SRC2 inh	ABHD5-PLIN5 inh	MC4R antagonist	NOD2-RIPK2 inh	MC4R ag barr	NCOA3 inh	TLR9-MyD88 inh	COUP-TFII inh	SRC1 inh	EBV LMP1 NFkB
31	COC(C/C=C\[C@H](O)[C@@H](C)OCc1ccccc1)OC	6	-5	5	10	-1	-0.6	14	-3	-11	-9	2
32	CCOC(=O)C1CCN(C2=C(NS(=O)(=O)c3ccc(Br)cc3)C(=O)c3ccccc3C2=O)CC1	-18	-11	-22	12	-16	-1.7	-26	2	4	-18	-5
33	O=C(NNC(=O)C1CC1c1ccccc1)c1ccccc1[N+](=O)[O-] (stereo unspecified)	6	-3	-3	-2	-7	0.7	-1	3	9	-1	-14
34	COC(=O)C(=C/C=C/c1ccco1)C(=O)OC	-6	-15	23*	13	-8	3.2	8	-8	2	-3	7
35	COc1ccc2cc(-c3cccnc3)ncc2c1	-47	-55	14	-16	-3	0.3	-101	-4	-71	-84	-35
36	Cn1c(C(=O)O)c(CC(=O)NCc2cccnc2)c2ccccc21	9	-28	-4	14	2	-0.2	16	1	1	-7	2
37	COc1ccc(C)cc1-n1nnnc1SCc1nc2ccccc2s1	-20	-65	-2	11	-3	-3.1	-53	4	-49	-68	-65
38	CSc1cccc(NC(=O)CCc2ccccc2)c1	-13	-27	0	11	5	-3.2	-3	-4	-37	0	-11
39	COC(=O)[C@H]1[C@H]2C[C@@H]3c4[nH]c5cc(OC)ccc5c4CCN3C[C@H]2C[C@@H](OC(=O)c2ccc(N)cc2)[C@@H]1OC	-14	-3	7	12	8	-2.2	-10	-4	13	-10	-3
40	COc1ccc(OCC(=O)N2CCN(S(=O)(=O)c3ccccc3[N+](=O)[O-])CC2)cc1	-16	8	-6	8	0	-2.8	16	-8	14	3	1
41	Oc1ccccc1/C=N/n1c(COc2ccccc2)n[nH]c1=S	13	4	3	2	-3	-1.9	-2	11	-11	5	-15
42	Cc1c(C(=O)N(C)CCC#N)oc2ccc(S(=O)(=O)N3CCOCC3)cc12	-12	-5	-3	7	-8	-3.5	14	6	-11	-3	-9
43	CCc1ccccc1N(CC)C(=O)C1CCN(c2ncnc3c2nc2n3CCCCC2)CC1	8	3	10	10	9	1.1	0	0	-12	13	2
44	O=C1CC(Nc2ccc3ccccc3c2)C(=O)N1Cc1ccccc1 (stereo unspecified)	13	-23	3	6	0	-1.8	7	-1	-21	-47	19

These rows are one share of the data (hit frequency here may not be typical).
